Bioassay records: PubChem, National Center for Advancing Translational Sciences (NCATS)
APE1 inh: qHTS Assay for Inhibitors of the Human Apurinic/apyrimidinic Endonuclease 1 (APE1). DNA repair nuclease/redox regulator APEX1 (Homo sapiens), P27695. recombinant APE1, TAMRA/BHQ-2 abasic DNA cleavage fluorescence. Potency, µM (doses to about 65.8 µM), inactives show at the top dose activity change, negative = inhibition, usual class: inhibitors. actives 0.35% (n = 350,000). AID 2517, 2012;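 also: plate controls were vehicle for no effect and reference inhibitor for full effect; nearly all actives have a fitted effect of over 55% in size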
Target sequence (P27695 whole entry, looked up): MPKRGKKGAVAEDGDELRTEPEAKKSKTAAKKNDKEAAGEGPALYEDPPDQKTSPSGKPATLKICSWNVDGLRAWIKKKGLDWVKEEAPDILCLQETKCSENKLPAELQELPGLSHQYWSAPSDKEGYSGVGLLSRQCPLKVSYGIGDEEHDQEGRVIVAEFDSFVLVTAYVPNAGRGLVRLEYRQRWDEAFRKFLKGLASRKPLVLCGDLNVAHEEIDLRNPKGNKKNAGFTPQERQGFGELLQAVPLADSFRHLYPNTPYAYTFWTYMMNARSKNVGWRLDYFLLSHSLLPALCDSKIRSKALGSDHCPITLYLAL
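Compound pre-exposure to 0.75 nM APE1, 15 min at ambient temperature. Reaction initiated with 50 nM TAMRA/BHQ-2 THF substrate, read immediately in kinetic mode, 525 nm excitation, 598 nm emission.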
POLI inh: qHTS for Inhibitors of Polymerase Iota; DNA polymerase iota (Homo sapiens), Q9UNA4; Pol iota fluorescent replication assay, 10 min; Potency, µM (top dose mostly 115 µM), without a hit: at the highest dose activity, negative = inhibition, usual class: inhibitors; actives 1% (n = 390,000)
Target sequence (Q9UNA4 whole entry, looked up): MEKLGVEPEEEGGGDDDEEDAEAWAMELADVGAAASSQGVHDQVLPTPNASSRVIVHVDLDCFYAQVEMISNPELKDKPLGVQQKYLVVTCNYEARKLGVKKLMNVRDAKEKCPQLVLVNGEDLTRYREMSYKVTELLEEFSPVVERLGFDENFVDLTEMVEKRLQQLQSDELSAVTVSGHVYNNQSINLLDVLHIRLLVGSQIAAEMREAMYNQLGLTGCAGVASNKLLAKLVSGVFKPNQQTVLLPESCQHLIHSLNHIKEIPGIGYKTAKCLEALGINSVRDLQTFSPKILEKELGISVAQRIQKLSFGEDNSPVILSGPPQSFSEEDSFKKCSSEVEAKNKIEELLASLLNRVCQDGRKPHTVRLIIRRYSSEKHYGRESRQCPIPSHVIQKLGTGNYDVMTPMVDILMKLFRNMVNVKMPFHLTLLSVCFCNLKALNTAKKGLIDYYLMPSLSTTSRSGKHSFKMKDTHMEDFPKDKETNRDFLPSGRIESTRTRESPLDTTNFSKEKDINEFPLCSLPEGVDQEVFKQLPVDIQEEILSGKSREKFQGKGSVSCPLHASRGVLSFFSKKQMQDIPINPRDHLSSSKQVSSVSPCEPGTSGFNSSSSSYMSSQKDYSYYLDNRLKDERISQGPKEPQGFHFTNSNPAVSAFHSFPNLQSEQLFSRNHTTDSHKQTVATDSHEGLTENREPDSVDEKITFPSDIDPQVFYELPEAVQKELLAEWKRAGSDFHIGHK
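Pol iota at 10 nM preincubated 15 min with compounds at room temperature; reaction started with fluorescent substrate, 50 nM final. Fluorescence read kinetically at 0 and 10 min; buffer-only wells as negative control.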
POLB inh: qHTS Assay for Inhibitors of DNA Polymerase Beta | AID 485314, 2010 | P06746 | Potency, µM (doses to about 114 µM), without a hit: at the highest dose activity change, negative = inhibition, actives largely listed as inhibitors | actives 1.3% (n = 340,000) | Pol beta primer extension/strand displacement, fluorescence kinetic; also: % is scaled to controls: 0 for no effect and ±100 for the full control effect
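Pol beta (10 nM) was preincubated with compound for 15 min at room temperature. The reaction was then started with 50 nM substrate and read immediately and after a further 10 min at room temperature.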
Pol kappa inh: qHTS for Inhibitors of Polymerase Kappa. actives 0.53% (n = 400,000). purified Pol kappa, fluorescent DNA synthesis assay, 10 min. Potency, µM (doses to about 107 µM), for the others: at the top dose activity, negative = inhibition, usual class: inhibitors; also: % is scaled to controls: 0 for no effect and ±100 for the full control effect
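Kinetic fluorescence readout at 0 and 10 min followed reaction start with substrate at 50 nM final. Beforehand, enzyme (10 nM Pol kappa) stood 15 min with compound at room temperature; buffer-only wells were negative controls.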
JMJD2A Tudor inh: qHTS Assay for Inhibitors of JMJD2A-Tudor Domain | AlphaScreen JMJD2A-Tudor / H3K4me3 peptide binding | Lysine-specific demethylase 4A (Homo sapiens), O75164 | actives 4.4% (n = 390,000) | Potency, µM (highest dose often 114 µM), for inactives: at the top dose activity change, negative = inhibition, usual class: inhibitors; also: % is scaled to controls: 0 for no effect and ±100 for the full control effect; nearly all actives have a fitted effect of over 50% in size
BAZ2B inh: qHTS Assay for Inhibitors of BAZ2B; Bromodomain adjacent to zinc finger domain protein 2B (Homo sapiens), Q9UIF8; AlphaScreen BAZ2B-H3K14Ac peptide displacement; Potency, µM (titrated, usually from 114 µM), for inactives: top-dose activity change, negative = inhibition, usual class: inhibitors; actives 4.4% (n = 360,000); AID 504333, 2011; also: % is scaled to controls: 0 for no effect and ±100 for the full control effect; nearly all actives have a fitted effect of over 60% in size
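AlphaScreen displacement: compounds (up to 110uM) incubated 30 min at room temperature with a preformed 50 nM BAZ2B/50 nM biotinylated H3K14Ac peptide complex in PBS pH 7.4 with Tween-20. Donor and acceptor beads at 10 ug/mL final added, 20 min light-protected before reading.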
G9a block: qHTS Assay for Inhibitors of Histone Lysine Methyltransferase G9a. G9a H3K9 monomethylation, AlphaScreen, 2 h. Potency, µM (titrated, usually from 102 µM), for the others: at the highest dose activity, negative = inhibition, usual class: inhibitors. actives 8.8% (n = 350,000); also: % is scaled to controls: 0 for no effect and ±100 for the full control effect; nearly all actives have a fitted effect of over 75% in size
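AlphaScreen detection with an anti-monomethyl H3K9 antibody quantified product after a 2 h room-temperature reaction containing 500 nM biotinylated H3K9 peptide, 20 µM SAM and 20 nM enzyme, which had been preincubated 15 min with compound.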
BLM helicase inh: qHTS Assay for Inhibitors of Bloom's syndrome helicase (BLM); actives 0.2% (n = 350,000); AID 2528, 2010; recombinant BLM DNA unwinding, fluorescence dequenching; Potency, µM (highest dose often 56.1 µM), for inactives: top-dose activity change, negative = inhibition, actives largely listed as inhibitors;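 also: plate controls were vehicle for no effect and no enzyme for full effect; nearly all actives have a fitted effect of over 35% in size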
Pol eta inh: qHTS for Inhibitors of Polymerase Eta; recombinant Pol eta, fluorescent DNA replication assay; Potency, µM (top dose mostly 114 µM), without a hit: top-dose activity change, negative = inhibition, most hits filed as inhibitors; actives 1.2% (n = 390,000); AID 588591, 2011; also: % is scaled to controls: 0 for no effect and ±100 for the full control effect
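Fluorescent replication assay: 50 nM final substrate added after a 15 min room-temperature compound preincubation with 10 nM enzyme. Signal taken at 0 min and again at 10 min.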
* = called active by the depositor; u = inconclusive; x = no result given; & = joins results of further samples; [ ] = dose if it differs, or a comment. Calls follow the shape of the dose curve; as a rule, active = well fitted curve in the direction sought with a large enough effect; inconclusive = small, poorly fitted or top-dose-only effect, or another doubt; inactive = no such curve, though single readings can be large; an effect the other way counts as inactive or inconclusive. Potency is read from the fitted curve at half-maximal effect.

| APE1 inh | POLI inh | POLB inh | Pol kappa inh | JMJD2A Tudor inh | molecule | BAZ2B inh | G9a block | BLM helicase inh | Pol eta inh |
| --- | --- | --- | --- | --- | --- | --- | --- | --- | --- |
| 3% | 46%[activator] | x | -11% | -21% | CC(C)Oc1ccc(S(=O)(=O)N2CCOCC2)cc1NC(=O)Cc1ccsc1 | x | x | x | -1% |
| 27% | 13% | 48% | 4% | 3% | O=C(NCCc1ccccc1F)C1CCC(=O)N(CCCN2CCCC2=O)C1 (stereo not given) | 2% | 46% | 1% | -11% |
| x | -3% | 26% | 2% | -12% | COC(=O)c1cc2oc(C)cc2n1Cc1ccc(Br)cc1F | u | -47%[59 µM] | -8% | 2% |
| x | 9% | -26% | 1%[60.1 µM] | -31% | COc1cccc2sc(N(Cc3cccnc3)C(=O)c3ccc4c(c3)OCCO4)nc12 | -30% | -26%[59 µM] | -7% | -23% |
| 4% | 70%[activator] | 6% | -9% | -10% | CC(OC(=O)c1ccncc1)C(=O)Nc1cc(S(=O)(=O)N2CCCCC2)ccc1Cl (stereo not given) | -32% | 15%[59 µM] | 2% | -8% |
| 11% | 25% | x | -6% | 0% | Cc1ccccc1C(=O)NCC(=O)N1CCN(C/C=C/c2ccccc2)CC1 | x | x | x | -4% |
| 5% | 0% | x | 1% | -21% | COCCn1ccc2c(OCC(=O)Nc3ccccc3OC)cccc2c1=O | 5% | -19% | x | 0% |
| -4% | 1% | -18% | -13% | 18% | CC1=CC(C)(C)N(S(=O)(=O)c2ccc(F)cc2)c2ccc(C)cc21 | 9% | 16%[12.7 µM] | -11% | -22% |
| 12% | 85%[activator] | 3% | -11% | -19% | COc1ccc(C(=O)NNC(=O)CCn2nnc(-c3ccc(C)cc3)n2)cc1OC | 5% | 7% | -4% | -16% |
| u | 42%[activator] | 2% | 5% | -5% | CN1c2ccccc2C(=O)/C(=C\Nc2ncccn2)S1(=O)=O | -11% | -29% | 0% | -13% |
| 16% | 19% | x | -3% | -11% | CCN(CC(=O)Nc1c(F)cccc1F)C(=O)Cn1[nH]c(=O)c2ccccc2c1=O | 7% | 11%[2.33 µM] | x | -9% |
| 0% | -20% | 0% | -3% | -4% | CCOc1ccc(-c2noc(CCC(=O)O)n2)cc1 | 6% | -10% | 1% | -17% |
| -1% | 6% | 0% | -7% | -17% | Cc1cccc(CSc2nnc(NC(=O)CSc3nnc(C)s3)s2)c1 | -13% | 15% | -3% | -4% |
| 4% | -5% | -5% | -6% | -18% | N#C/C(=N\Nc1ccc(F)cc1)C(=O)C1CC1 | -33% | -42%[59 µM] | 0% | 3% |
| -5% | 2%[58.9 µM] | -3% | 2% | -1% | Cc1ccc(Cn2c(C)cc3c(c2=O)C(c2cccs2)C(C#N)=C(N)O3)cc1 (stereo not given) | -32% | 77%[activator][59 µM] | -2% | 4% |
| -5% | 8%&-27% | 1%&-25% | 0% | -11%&-19% | Cc1ccc(CNC(=O)CCCn2nc(C)c3c(C)n(-c4ccccc4)nc3c2=O)cc1 | 2%&-8% | 20% | -8%&-1% | 6%&-4% |
| x | -1% | -2% | -26% | -13% | Cc1cc2[nH]c(=O)c(=O)[nH]c2cc1S(=O)(=O)Nc1cccc(C(F)(F)F)c1 | -2% | -31%[59 µM] | 0% | -10% |
| -25% | 80%[activator] | u | -5% | -6% | O=C(CN1C(=O)c2cccc3cccc1c23)NC1CCCCC1 | -6% | 2% | -4% | -23% |
| -4% | -5% | 19% | -16% | -32%[57.1 µM] | Cc1cc(C(=O)COC(=O)c2ccc(O)cc2)c(C)n1CC1COc2ccccc2O1 (stereo not given) | u | 4%[59 µM] | -9% | -15% |
| 7% | -5% | x | -15% | -8% | CC(C(=O)N1CCc2ccccc21)N(C)CC(=O)Nc1ccccc1Cl (stereo not given) | 9% | -6%[2.33 µM] | x | -16% |
| -3% | 16% | 4% | -6% | -9% | CCC1CCCCN1S(=O)(=O)c1ccc(NC(=O)c2ccncc2)cc1 (stereo not given) | -4% | x | -6% | -25% |
| 44%[activator] | -8% | -25% | -4% | -8% | COc1ccc(NC(=O)CSc2nnc(-c3cccnc3)s2)cc1 | -19% | -8% | -1% | 6% |
| 4% | 40%[activator] | 41% | -3% | 1% | C=CCNC(=O)CSCc1ccc(Br)cc1 | 1% | x | -1% | -5% |
| 4% | 22% | 9% | -3% | -2% | Cn1c(=S)n(/N=C/c2cccs2)c2ccccc21 | -16% | x | -5% | u |
| x | -19% | -7% | 0% | -14% | COc1cc(C(=O)NCCCc2nc3ccccc3n2CC(C)C)cc(OC)c1OC | 2% | 9%[59 µM] | 0% | -1% |

(continued)
| APE1 inh | POLI inh | POLB inh | Pol kappa inh | JMJD2A Tudor inh | molecule | BAZ2B inh | G9a block | BLM helicase inh | Pol eta inh |
| --- | --- | --- | --- | --- | --- | --- | --- | --- | --- |
| 1% | -2% | 8% | -5% | -15% | COc1cccc(C(=O)NCC(=O)n2nc(C)cc2C)c1 | 13% | 16% | -3% | 7% |
| x | -19% | u | -10% | -18% | O=c1cc2nc(-c3ccccc3)nc(SCc3cccc(Br)c3)n2[nH]1 | -26% | 24%[59 µM] | -6% | u |
| 26% | -20% | -1% | -8% | -16% | CC(C)NC(=O)CN(Cc1ccc2c(c1)OCO2)C(=O)CCC(=O)Nc1ccccn1 | -2% | 16% | 1% | 0% |
| x | 10% | 1% | 4% | -14% | COc1ccccc1-c1nnc(SCC(=O)Nc2ccccc2F)o1 | -2% | 6%[59 µM] | 1% | x |
| x | 39%[activator] | 1% | -9% | -2% | CN1CCN(CCNC(=O)c2cnn(-c3ccc(Cl)cc3)c2C2CCN(C(=O)OC(C)(C)C)CC2)CC1 | 6%[57.1 µM] | -4%[59 µM] | 3% | -13% |
| -2% | x | x | -5%[60.1 µM] | x | C#C[C@]1(OC(C)=O)CC[C@H]2[C@@H]3CCC4=CC(=O)CC[C@@H]4[C@H]3CC[C@@]21C | x | 20%[59 µM] | -8% | x |
| -1% | 11% | x | -4% | -3% | CCOC(=O)C1=C(COC(=O)C2CC(=O)N(c3ccccc3F)C2)NC(=O)NC1C (stereo not given) | 24% | 4%[12.7 µM] | x | 2% |
| -9% | 16% | 14% | -9% | -23% | Cc1ccc(C)c(OCc2cc(C(=O)N3CCN(c4cnccn4)CC3)no2)c1 | u | x | -1% | -15% |
| -2% | 10% | 21% | 4% | -6% | Cc1cccc(N2CCN(S(=O)(=O)c3ccc4c(c3)CC(C)N4C(=O)C3CC3)CC2)c1C (stereo not given) | u | 6% | -7% | -16% |
| 20% | -6% | 8% | -9% | -19% | Cc1nonc1NC(=O)c1oc2ccc(F)cc2c1C | -11% | 15% | 0% | -10% |
| x | -17% | 2% | 1%[60.1 µM] | -5% | Cc1c(C(=O)Nc2ccc(F)c(Cl)c2)oc2ccc(S(=O)(=O)N(C)C3CCCCC3)cc12 | 4% | 0%[59 µM] | -7% | -20% |
| x | -28% | 7% | -1% | -8% | Cc1ccc(C)c(Cn2c3ccccc3c3cnn(CC(=O)NC(C)c4ccccc4)c(=O)c32)c1 (stereo not given) | -29% | -11%[59 µM] | -2% | 1% |
| -1% | x | x | 11%[60.1 µM] | x | Cc1cnc(C(=O)O)c[n+]1[O-] | x | -47%[12.7 µM] | 4%&2% | x |
| -5% | 12% | 21% | 5% | -3% | Cc1cc(NCc2cccnc2)no1 | 1% | x | 0% | 12% |
| 11% | 5% | x | -18% | -31% | C[C@H](CO)N1C[C@H](C)[C@@H](CN(C)S(=O)(=O)c2cn(C)cn2)Oc2c(NC(=O)Nc3ccc4c(c3)OCO4)cccc2C1=O | x | x | x | -10% |
| 7% | -8% | -8% | -11% | 64%[activator] | CCCCCOC(=O)CC(C(=O)OCCCCC)N1CCCCC1 (stereo not given) | 71%[activator] | 22%[59 µM] | -6% | -5% |
| 7% | 3% | 6% | 1% | -2% | Cc1cccc2c(-c3ccccc3)cc(=O)[nH]c12 | -1% | 8%[59 µM] | -1% | 0% |
| x | -2% | x | -11% | -2% | Clc1ccc(-c2ccnc3nc(N4CCOCC4)nn23)c(Cl)c1 | x | x | x | 2% |

In the list so far, ten have fluorine.
| APE1 inh | POLI inh | POLB inh | Pol kappa inh | JMJD2A Tudor inh | molecule | BAZ2B inh | G9a block | BLM helicase inh | Pol eta inh |
| --- | --- | --- | --- | --- | --- | --- | --- | --- | --- |
| 27% | 13% | 48% | 4% | 3% | O=C(NCCc1ccccc1F)C1CCC(=O)N(CCCN2CCCC2=O)C1 (stereo not given) | 2% | 46% | 1% | -11% |
| x | -3% | 26% | 2% | -12% | COC(=O)c1cc2oc(C)cc2n1Cc1ccc(Br)cc1F | u | -47%[59 µM] | -8% | 2% |
| -4% | 1% | -18% | -13% | 18% | CC1=CC(C)(C)N(S(=O)(=O)c2ccc(F)cc2)c2ccc(C)cc21 | 9% | 16%[12.7 µM] | -11% | -22% |
| 16% | 19% | x | -3% | -11% | CCN(CC(=O)Nc1c(F)cccc1F)C(=O)Cn1[nH]c(=O)c2ccccc2c1=O | 7% | 11%[2.33 µM] | x | -9% |
| 4% | -5% | -5% | -6% | -18% | N#C/C(=N\Nc1ccc(F)cc1)C(=O)C1CC1 | -33% | -42%[59 µM] | 0% | 3% |
| x | -1% | -2% | -26% | -13% | Cc1cc2[nH]c(=O)c(=O)[nH]c2cc1S(=O)(=O)Nc1cccc(C(F)(F)F)c1 | -2% | -31%[59 µM] | 0% | -10% |
| x | 10% | 1% | 4% | -14% | COc1ccccc1-c1nnc(SCC(=O)Nc2ccccc2F)o1 | -2% | 6%[59 µM] | 1% | x |
| -1% | 11% | x | -4% | -3% | CCOC(=O)C1=C(COC(=O)C2CC(=O)N(c3ccccc3F)C2)NC(=O)NC1C (stereo not given) | 24% | 4%[12.7 µM] | x | 2% |
| 20% | -6% | 8% | -9% | -19% | Cc1nonc1NC(=O)c1oc2ccc(F)cc2c1C | -11% | 15% | 0% | -10% |
| x | -17% | 2% | 1%[60.1 µM] | -5% | Cc1c(C(=O)Nc2ccc(F)c(Cl)c2)oc2ccc(S(=O)(=O)N(C)C3CCCCC3)cc12 | 4% | 0%[59 µM] | -7% | -20% |

An excerpt; rates above refer to the full screens.
